rTrxR1 inhibitor: blocks rat thioredoxin reductase 1. O89049. recombinant rTrxR1, NADPH fluorescence consumption, selenite substrate. Potency, µM (highest dose often 114 µM), inactives show top-dose activity change, negative = inhibition, actives largely listed as inhibitors. 1% of 390,000 active; note: potency is the fitted concentration of half-maximal effect; % is set by controls: 0 for no effect and ±100 for the full control effect; nearly all actives have a fitted effect of over 65% in size
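Rat TrxR1 (90 nM in the dispensed reagent) was pre-reduced with 400 uM NADPH for 5 min at room temperature, then incubated with compound for 15 min. After 400 uM selenite was added, NADPH fluorescence (Ex 340/Em 450 nm) was followed for 8 min.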
RGS4 inhibitor: human RGS4 inhibition | P49798 | Transcreener GDP fluorescence polarization, RGS4-accelerated GTP hydrolysis | Potency, µM (doses to about 114 µM), without a hit: top-dose activity change, negative = inhibition, actives largely listed as inhibitors | 0.039% of 390,000 active | AID 504845; note: potency is the fitted concentration of half-maximal effect; % is set by controls: 0 for no effect and ±100 for the full control effect; nearly all actives have a fitted effect of over 75% in size; some results filed as inactive show a strong effect at the top dose
Target sequence (P49798 whole entry, looked up): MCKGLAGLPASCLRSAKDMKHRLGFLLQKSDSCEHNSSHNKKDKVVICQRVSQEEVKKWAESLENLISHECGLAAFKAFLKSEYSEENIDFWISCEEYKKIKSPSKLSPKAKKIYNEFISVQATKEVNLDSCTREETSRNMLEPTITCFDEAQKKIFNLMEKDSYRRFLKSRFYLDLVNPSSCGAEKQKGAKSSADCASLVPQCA
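MLSMR compounds (23 nl, pin-transferred) preincubated 10 min at room temperature with a 500nM (2x) first reagent, then RGS4 at 900nM (2x) plus Transcreener GDP mix added; fluorescence polarization (620/688 nm) read before and after 90 min at 30 °C.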
mIDH1 inhibitor: human IDH1 R132H inhibition | IDH1-R132H enzyme, NADPH consumption, diaphorase/resazurin fluorescence | O75874 | Potency, µM (series often up to 76.6 µM), for the others: at the top dose activity change, negative = inhibition, usual class: inhibitors | 0.093% of 390,000 active | AID 602179; note: potency is the fitted concentration of half-maximal effect; % is set by controls: 0 for no effect and ±100 for the full control effect; nearly all actives have a fitted effect of over 65% in size
Target sequence (O75874 whole entry R132H, stated change not applied): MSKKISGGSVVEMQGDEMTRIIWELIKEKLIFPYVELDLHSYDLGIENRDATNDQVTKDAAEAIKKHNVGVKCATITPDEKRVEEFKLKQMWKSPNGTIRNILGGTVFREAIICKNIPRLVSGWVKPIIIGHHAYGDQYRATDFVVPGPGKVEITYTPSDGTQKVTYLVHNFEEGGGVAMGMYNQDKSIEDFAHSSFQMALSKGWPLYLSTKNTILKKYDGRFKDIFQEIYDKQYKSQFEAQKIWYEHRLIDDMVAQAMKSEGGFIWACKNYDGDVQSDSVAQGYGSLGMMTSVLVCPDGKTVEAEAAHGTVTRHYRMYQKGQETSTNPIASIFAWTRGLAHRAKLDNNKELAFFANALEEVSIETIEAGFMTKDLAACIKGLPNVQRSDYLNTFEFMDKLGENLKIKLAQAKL
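IDH1-R132H (0.5 ug/mL) preincubated 30 min with compound, then NADPH (0.016 mM) and alpha-KG (2 mM) added; 80 min at RT, pH 7.5. Remaining NADPH coupled via diaphorase/resazurin to fluorescence (540/590 nm); concentration-response curves normalized to no-enzyme control.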
GRP78 ERSR act: inducers of ER stress response in human glioma cells. U87-MG GRP78 promoter luciferase reporter, 16 h. Potency, µM, inactives show at the top dose activation, actives largely listed as activators. 0.02% of 420,000 active. AID 602332; note: potency is the fitted concentration of half-maximal effect; series mostly up to about 76 µM; % of control where 0% means no effect; nearly all actives have a fitted effect of over 35% in size
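Stably transfected U87-MG glioma cells carrying a GRP78-based luciferase sensor; 16 h compound incubation. Luminescence end-point read 10 min after Bright-Glo addition at room temperature.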
Vif-APOBEC3F blk: Vif-A3F binding inhibition. AID 602313. Potency, µM (highest dose often 46.1 µM), inactives show at the top dose activity, negative = active. 0.2% of 390,000 active. HeLa A3F-eYFP + Vif (tagged APOBEC3F with the HIV-1 protein that degrades it), YFP fluorescence increase; note: potency is the fitted concentration of half-maximal effect; % of control where 0% means no effect; nearly all actives have a fitted effect of over 65% in size
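Fluorescence increase (Ex 488/Em 500-530) after overnight compound treatment at 37 deg C flags inhibition of Vif-driven A3F-eYFP loss in stable HeLa A3F-eYFP/Vif cells seeded overnight beforehand.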
TrxR1 substrate: substrates of rat thioredoxin reductase 1. purified TrxR1 substrate turnover, NADPH consumption readout. 0.01% of 390,000 active. O89049. Potency, µM (doses to about 114 µM), without a hit: at the highest dose activity change, negative = substrate turnover. AID 588456; note: potency is the fitted concentration of half-maximal effect; % is set by controls: 0 for no effect and ±100 for the full control effect; nearly all actives have a fitted effect of over 50% in size
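Rat TrxR1, dispensed at 90 nM, was prereduced with 400 uM NADPH (final) for 5 min at ~22 deg C, then incubated with compound 15 min before 400 uM selenite. A first-read NADPH fluorescence drop versus no-compound background flagged substrates.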
Vif-A3G inh: inhibitors of Vif-APOBEC3G interaction; Q9HC16; HeLa A3G-eYFP + Vif (tagged APOBEC3G with the HIV-1 protein that degrades it), YFP fluorescence, overnight; Potency, µM (doses to about 46.1 µM), for the others: at the top dose activity, negative = active, most hits filed as inhibitors; 0.076% of 410,000 active; AID 602310;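 note: potency is the fitted concentration of half-maximal effect; % is set by controls: 0 for no effect and ±100 for the full control effect; nearly all actives have a fitted effect of over 60% in size; hits raise eYFP signal because A3G escapes Vif-driven loss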
Target sequence (Q9HC16 whole entry, looked up): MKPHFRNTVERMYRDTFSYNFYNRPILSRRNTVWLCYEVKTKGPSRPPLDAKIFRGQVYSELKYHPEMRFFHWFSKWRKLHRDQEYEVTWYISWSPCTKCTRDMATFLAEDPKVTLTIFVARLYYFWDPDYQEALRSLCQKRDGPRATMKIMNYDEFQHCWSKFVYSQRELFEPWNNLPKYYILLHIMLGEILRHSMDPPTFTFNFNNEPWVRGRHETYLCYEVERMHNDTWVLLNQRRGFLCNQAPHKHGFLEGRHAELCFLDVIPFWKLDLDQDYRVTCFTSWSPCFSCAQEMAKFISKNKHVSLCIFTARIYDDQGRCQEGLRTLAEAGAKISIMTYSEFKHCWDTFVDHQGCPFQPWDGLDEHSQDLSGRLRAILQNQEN
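HeLa cells stably expressing Vif and C-terminally eYFP-tagged A3G, seeded overnight at 37 deg C, then exposed to compound by pintool overnight at 37 deg C. Rise in yellow fluorescence (Ex 488/Em 500-530, Acumen) marks blocked Vif-driven A3G degradation.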
LDHA inh: blocks human lactate dehydrogenase A. P00338. purified LDHA, NADH/diaphorase-resazurin fluorescence; active compounds read low. activity change, % (values are at about 110 or 230 µM). 0.15% of 480,000 active; in the data active = activity change below about -30%; inconclusive = mostly about -25% to -30%;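 note: plate controls were DMSO wells for no effect and wells without enzyme for full effect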
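LDH5 2 nM; NADH 0.06 mM, pyruvate 0.2 mM; 200 mM Tris pH 7.4, EDTA, Tween-20; 5 min RT. Detection: diaphorase 0.133 mg/mL + resazurin 37 µM, fluorescence ex540/em590 at 0 and 20 min; normalized to enzyme-free and DMSO wells.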
USP1-UAF1 inh: inhibitors of human USP1/UAF1 deubiquitinase | AID 743255 | 0.23% of 390,000 active | recombinant USP1/UAF1, Ub-Rhodamine cleavage fluorescence | O94782 | Potency, µM (highest dose often 57.1 µM), inactives show at the top dose activity change, negative = inhibition, hits mostly inhibitors; note: potency is the fitted concentration of half-maximal effect; % is set by controls: 0 for no effect and ±100 for the full control effect; nearly all actives have a fitted effect of over 60% in size; inactives centre near -12
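1 nM enzyme complex + cpd, 15 min RT; start with Ub-Rho 150nM final; kinetic fluorescence ex 480/em 540, 6 reads q60 s. Buffer 50mM HEPES pH 7.8, 0.5mM EDTA, 0.1 mg/ml BSA, 1mM TCEP, 0.01% Tween-20.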
* hit, by the source's call; ? = inconclusive; . = not tested or not shown; & = joins results of further samples; [ ] = dose if it differs, or a comment. Unless noted, calls come from the whole dose curve; as a rule, active = well fitted curve in the direction sought with a large enough effect; inconclusive = small, poorly fitted or top-dose-only effect, or another doubt; inactive = no such curve, though single readings can be large; an effect the other way counts as inactive or inconclusive. Some of the compounds tested; count on the stated rates, not on these rows.

nr	Molecule	rTrxR1 inhibitor	RGS4 inhibitor	mIDH1 inhibitor	GRP78 ERSR act	Vif-APOBEC3F blk
1	O=C(CCC(=O)Nc1ccccc1Cl)N/N=C/c1c[nH]c2ccccc12	8%[57.1 µM]	-17%	7%	-4%	-3%
2	COCCn1cnc2c1c(=O)n(CC(=O)c1ccc3c(c1)OCCO3)c(=O)n2Cc1ccccc1	-3%	-39%	4%	-4%	1%
3	CC1CCCN(C(=O)CSc2nnc(-c3ccc(S(=O)(=O)N4CCOCC4)cc3)n2C)C1 (stereo unspecified)	24%	-4%	-1%	-5%	-2%
4	CC(C)Cn1c(NCCO)nc2ccccc21	11%	-28%	3%	-5%	2%
5	CN1CCN(C(=O)c2ccc(N(Cc3ccc(Cl)cc3)S(C)(=O)=O)cc2)CC1	-1%	-1%	2%	-2%	3%
6	NS(=O)(=O)c1ccc(C(=O)O)cc1	-9%	29%	-3%	-4%&-4%	-1%
7	CC(C)(C)c1ccc(-c2noc(CCC(=O)N3CCOCC3)n2)cc1	29%[57.1 µM]	-33%	20%	-9%	-9%
8	C=CCN1CCOc2ccc(C)cc2S1(=O)=O	6%	11%	-5%[38.3 µM]	-3%	-7%
9	O=C(CCS(=O)(=O)c1ccccc1)N1CCN(c2cccc(C(F)(F)F)c2)CC1	79µM*	-54%	2%	2%	3%
10	CC(=O)Nc1ccc(NC(=O)CCC(=O)c2ccc(C)cc2)cc1	26%[57.1 µM]	-8%	.	.	.
11	Cc1ccc(C(=O)Nc2c3c(nn2C(C)(C)C)CS(=O)(=O)C3)cc1[N+](=O)[O-]	0%	17%	1%	4%	4%
12	Cn1c(=O)c2[nH]c(CCCCCc3nc4ccccc4[nH]3)nc2n(C)c1=O	27%[57.1 µM]	20%	3%	-4%	-6%
13	Cc1ncc(CN2CCCC(C(=O)Nc3ccc(-c4ccco4)cc3)C2)n1C (stereo unspecified)	-17%	-28%	3%	1%	-3%
14	O=C(Nc1cccc(Cl)c1)c1ccc(OC(=S)N2CCOCC2)cc1	15%[57.1 µM]	11%	6%	1%	-2%
15	CC1(C)CC2(CCO1)OC(=O)CC2C(=O)Nc1ccc(Br)cc1 (stereo unspecified)	10%	-1%	-1%	-3%	9%

nr	TrxR1 substrate	Vif-A3G inh	LDHA inh	USP1-UAF1 inh
1	-21%[57.1 µM]	3%	1	-15%
2	-8%	0%	-2	-10%
3	29%	1%	-4	-11%
4	0%	1%	-7	3%
5	-7%	1%	-1	?
6	-7%	0%	8	-7%
7	-14%[57.1 µM]	0%	-5	-6%
8	2%	0%	-12	-20%
9	-2%	7%	-2	-20%
10	6%[57.1 µM]	.	0	-21%
11	-2%	-1%	-3	-7%
12	17%[57.1 µM]	-3%	-1	-5%
13	0%	2%	-4	-16%
14	9%[57.1 µM]	5%	-3	-25%
15	2%	1%	-8	-18%

The list continues:
nr	Molecule	rTrxR1 inhibitor	RGS4 inhibitor	mIDH1 inhibitor	GRP78 ERSR act	Vif-APOBEC3F blk
16	Cc1ccc2oc(=O)c3cc(C(=O)Nc4cccc(C#N)c4)sc3c2c1	24%	-13%	10%	3%	-17%
17	CCC1=NN(C(=O)CCc2ccc3c(c2)OCO3)C(O)(C(F)(F)F)C1 (stereo unspecified)	13%[57.1 µM]	3%	4%	3%	-5%
18	CCCCNCCOc1ccccc1-c1ccccc1	-16%	1%	5%	-7%	2%
19	Cc1cc(C)c2[nH]c(=O)c(C(c3nnnn3Cc3ccc4c(c3)OCO4)N3CCCC3)cc2c1 (stereo unspecified)	-8%[57.1 µM]	24%	2%	-1%	-21%
20	Cc1cc(OCC(=O)Nn2cnnc2)ccc1Br	7%	20%	3%	-1%	0%
21	CCN(CC)S(=O)(=O)c1ccc2c(c1)nc(CCC(=O)Nc1ccccc1Cc1ccccc1)n2CC	12%	2%	-1%	-1%	-1%
22	O=C(NCCCN=C1NS(=O)(=O)c2ccccc21)c1ccc(F)cc1	17%	-10%	1%	-2%	5%
23	Cn1cc(Br)c(C(=O)NN2C(=O)C3C4C=CC(C5CC45)C3C2=O)n1 (stereo unspecified)	6%	12%	-1%	-1%	-3%
24	Cc1ccc(C)c(CN2CCN(c3ncccn3)CC2)c1	14%	27%	-5%	0%	8%
25	NC(=O)C(c1ccc(F)cc1)c1ccc(C(=O)c2ccccc2)cc1 (stereo unspecified)	8%	44%	9%	2%	-3%
26	N#Cc1cccc(NC(=O)Cn2cnc(S(=O)(=O)N3CCCCC3)c2)c1	7%	24%	-2%	-4%	14%
27	COc1ccc(NC(=O)Cn2cc(C(=O)C3CC3)c3ccccc32)cc1	11%&-11%	6%&3%	-3%&7%	-3%&-5%	21%&4%
28	CSc1nc2ccc(S(=O)(=O)N(C)C)cc2s1	-2%	5%	6%	-3%	-2%
29	Cc1cc(C)c2cc(CN(CCO)C(=O)Nc3ccc(F)cc3)c(=O)[nH]c2c1	-5%[57.1 µM]	-6%	-2%	-5%	0%
30	C=C(C)C(=O)Nc1cccc(C2=NOC3(C2)C[C@@H](C(N)=O)N(C(=O)[C@H]2CCC(=O)N2)C3)c1 (stereo partly specified)	10%	?	-8%	-5%	6%

nr	TrxR1 substrate	Vif-A3G inh	LDHA inh	USP1-UAF1 inh
16	3%	2%	0	-25%
17	6%[57.1 µM]	2%	-2	-19%
18	0%	2%	-14	-10%
19	11%	-1%	2	-1%
20	10%[57.1 µM]	2%	-8	3%
21	5%	1%	-4	-17%
22	2%	-2%	1	-19%
23	1%	11%	-5	-27%
24	-2%	-8%	-10	1%
25	-1%	2%	-2	-2%
26	2%	6%	-12	-9%
27	1%&-9%	-1%&1%	-5&5	1%&1%
28	-4%	-2%	-7	-8%
29	14%[57.1 µM]	-7%	-1	-3%
30	5%	1%	-10	-17%

One compound at a time (already shown). Order of screens: rTrxR1 inhibitor	RGS4 inhibitor	mIDH1 inhibitor	GRP78 ERSR act	Vif-APOBEC3F blk	TrxR1 substrate	Vif-A3G inh	LDHA inh	USP1-UAF1 inh
CCC1=NN(C(=O)CCc2ccc3c(c2)OCO3)C(O)(C(F)(F)F)C1 (stereo unspecified) across the screens: 13%[57.1 µM]	3%	4%	3%	-5%	6%[57.1 µM]	2%	-2	-19%
Cc1cc(C)c2cc(CN(CCO)C(=O)Nc3ccc(F)cc3)c(=O)[nH]c2c1 across the screens: -5%[57.1 µM]	-6%	-2%	-5%	0%	14%[57.1 µM]	-7%	-1	-3%
CCN(CC)S(=O)(=O)c1ccc2c(c1)nc(CCC(=O)Nc1ccccc1Cc1ccccc1)n2CC across the screens: 12%	2%	-1%	-1%	-1%	5%	1%	-4	-17%

The listing continues.
nr	Molecule	rTrxR1 inhibitor	RGS4 inhibitor	mIDH1 inhibitor	GRP78 ERSR act	Vif-APOBEC3F blk
31	COc1ccc2[nH]c(=O)c(C(c3nnnn3CC3CCCO3)N3CCc4ccccc4C3)cc2c1 (stereo unspecified)	-8%	4%	5%	0%	-5%
32	c1ccc2c(c1)CCN(c1nc(CN3CCOCC3)nc3sc4c(c13)CCCC4)C2	-19%	-11%	-26%	-5%	-5%
33	Cc1oc2ncn(C)c(=O)c2c1C(=O)Nc1ccc(F)cc1	12%	-6%	5%	-3%	-2%
34	COc1ccc(CCNC(=O)c2cnn3c(C(F)F)cc(C)nc23)cc1OC	-13%	-9%	4%	-4%	0%
35	NS(=O)(=O)c1ccc(CCNC(=O)CCCn2ncn3c(cc4occc43)c2=O)cc1	-16%	10%	-8%	1%	-9%
36	CCOC(=O)C1CCCN(C(=O)c2cc3nc(-c4cccc(OC)c4)cc(C(F)(F)F)n3n2)C1 (stereo unspecified)	15%	34%	-5%	-4%	4%
37	CCCCC(=O)NC(c1ccco1)c1c(O)ccc2ccccc12 (stereo unspecified)	-7%[57.1 µM]	-21%	9%	-6%	9%
38	CNC(=O)Nc1ccccc1C(=O)NCc1ccccc1	11%	63%[activator]	-3%	-6%	-13%
39	O=C1C(C=NCc2cccnc2)=C(O)c2ccccc21	-6%	0%	2%	-3%	-8%
40	CC(SC#N)C(=O)C12CC3CC(CC(C3)C1)C2 (stereo unspecified)	?	-9%	10%	?	6%
41	Cc1ccc(OCC(=O)N/N=C/C=C/c2ccco2)cc1	?	?	0%	?	-13%

nr	TrxR1 substrate	Vif-A3G inh	LDHA inh	USP1-UAF1 inh
31	21%	2%	5	-12%
32	2%	2%	-4	-16%
33	0%	-6%	0	-24%
34	-6%	-1%	5	-22%
35	-1%	4%	-4	-13%
36	8%	-1%	1	-6%
37	13%[57.1 µM]	-2%	11	-28%
38	10%[57.1 µM]	-1%	-11	-18%
39	-11%	3%	-9	-15%
40	3%	-7%	1	-20%
41	-8%[57.1 µM]	-1%	9	-15%

Assay outcomes as filed in PubChem.
